High-throughput results as filed in PubChem BioAssay.
AID inh – inhibitors of human activation induced cytidine deaminase; hit rate 0.32% among 91,000; Potency, µM (titrated, usually from 115 µM), for inactives: at the highest dose activity change, negative = inhibition, usual class: inhibitors; AID deamination FRET fluorescence, UDG-coupled, 4 h; also: nearly all actives have a fitted effect of over 25% in size
Target sequence (Q9GZX7 whole entry, looked up): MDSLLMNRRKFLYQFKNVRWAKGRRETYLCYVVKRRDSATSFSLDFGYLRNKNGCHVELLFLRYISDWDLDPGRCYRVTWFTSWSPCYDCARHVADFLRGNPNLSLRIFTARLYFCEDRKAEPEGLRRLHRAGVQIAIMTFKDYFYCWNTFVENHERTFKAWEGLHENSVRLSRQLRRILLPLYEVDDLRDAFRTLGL
UDG counterscr – UDG inhibition counter-screen. FRET deamination/UDG coupled assay, UDG read, 4 h. Potency, µM (top dose mostly 115 µM), inactives show at the top dose activity change, negative = inhibition, usual class: inhibitors. hit rate 0.14% among 91,000. AID 1347430; also: nearly all actives have a fitted effect of over 65% in size
The depositor's hits bear a star; ? = inconclusive; & = joins results of further samples; [ ] = another dose, or the depositor's remark. Calls follow the shape of the dose curve; as a rule, active = well fitted curve in the direction sought with a large enough effect; inconclusive = small, poorly fitted or top-dose-only effect, or another doubt; inactive = no such curve, though single readings can be large; an effect the other way counts as inactive or inconclusive. % is scaled to controls: 0 for no effect and ±100 for the full control effect; potency is read from the fitted curve at half-maximal effect. Some of the compounds tested; rates above refer to the full screens.

SMILES	AID inh	UDG counterscr
O=C(COC(=O)CNC(=O)c1ccc2ccccc2c1)Nc1ncc(Cl)cc1Cl	-4%	0%
COc1ccccc1CNS(=O)(=O)c1cc(Br)cc2c1N(C(=O)C1CC1)CC2	-7%	-1%
CCOc1ccc(NC(=O)Cn2ncc3c2-c2cc(C)ccc2OC3)cc1	5%	9%
Cc1cccc(-c2nc(-c3ccc(S(=O)(=O)N4CCOCC4)cc3)cs2)c1	-13%	-8%
O=S(=O)(CCN1CCN(c2cnccn2)CC1)c1ccccc1	3%	6%
CC(=O)C1=C(c2cccc([N+](=O)[O-])c2)N(C(C)=O)n2c(nnc2-c2ccc(C)cc2)S1	170%[activator]	1%
COc1cc(C(C)=O)ccc1OCC(=O)OCCOc1c(Cl)cccc1Cl	-13%	-11%
CCC(=O)N1CCCC(C(=O)N(C)Cc2cccc(C(F)(F)F)c2)C1 (stereo not drawn)	4%	0%
COc1ccc(-c2nc(CSCC(=O)NCC(C)C)co2)cc1	-3%	3%
O=C(CCCSc1nc2ccccc2s1)Nc1ccc(F)cc1F	-11%	-3%
CCc1nn(CCCC(=O)NCc2ccc(OC(C)C)cc2)c(=O)c2cc3occc3n12	9%	0%
COCCCN1CCC(CN)C1 (stereo not drawn)	9%	4%
COC(=O)c1ccc(NC(=O)Cn2c(=O)oc3ccccc32)cc1	-2%[57.5 µM]	-10%[57.5 µM]
Cc1ccc(-n2c(=O)c3oc4ccccc4c3n(Cc3cccc(F)c3)c2=O)cc1C	?	-29%
CN(CCNC(=O)c1nccnc1N)c1ccccc1	-2%	-9%
CC(C)(C)c1ccc(C(=O)N/N=C(/C=C/c2ccccc2)c2ccccc2)cc1	0%	4%
O=C(Nc1ccc(C(F)(F)F)cc1)C1(c2cccs2)CCOCC1	1%	-28%
Cc1cc(C)c2c(n1)SCCN2C(=O)Nc1ccc(C(=O)Nc2cc(Cl)ccc2C)cc1	3%	-25%
O=c1c(C(F)(F)F)nc2ccccc2n1CC(O)COCc1ccccc1 (stereo not drawn)	2%	-1%
COc1ccc2oc(=O)c(S(=O)(=O)N3CCCC(C)C3)cc2c1 (stereo not drawn)	0%	1%
Cc1cccc(N(C)c2nc3ccc(C)cc3n3cnnc23)c1	31%[activator]	-16%
Cc1ccc(N2CCN(Cc3nnc(-c4ccccc4F)o3)CC2)c(C)c1	?	-3%
COc1cccc(C(=O)NCCCNC(=O)c2nc3ccccc3c(=O)[nH]2)c1	1%	-5%
CCOC(=O)NCc1ccc(OC)cc1	0%	5%
COc1ccc(OC2CCN(S(=O)(=O)c3cccc(F)c3)CC2)cc1	-26%	-6%[57.5 µM]

Exported with bars between the fields: part of the list above
smiles | AID inh | UDG counterscr
CC(=O)C1=C(c2cccc([N+](=O)[O-])c2)N(C(C)=O)n2c(nnc2-c2ccc(C)cc2)S1 | 170%[activator] | 1%
COc1cc(C(C)=O)ccc1OCC(=O)OCCOc1c(Cl)cccc1Cl | -13% | -11%
CCC(=O)N1CCCC(C(=O)N(C)Cc2cccc(C(F)(F)F)c2)C1 (stereo not drawn) | 4% | 0%

New compounds follow.
SMILES	AID inh	UDG counterscr
Cc1ccc(NC(=O)Cn2cnc(S(=O)(=O)N3CCOCC3)c2)c(Cl)c1	-13%	8%
CC(C)CSc1nc2c(c(=O)[nH]c(=O)n2C)n1CC(O)COc1ccc(Cl)cc1 (stereo not drawn)	2%	2%
CC(=O)c1cn(CC(=O)NCC2(CC(=O)O)CCCCC2)c2ccccc12	-4%	-4%
Nc1nc[nH]c(=O)c1N	4%	-5%
COc1cc(OC)c(NC(=O)Cn2c(=O)cc(C(F)(F)F)c3c(C)nn(C)c32)cc1Cl	11%	-1%
O=C(c1cc(-c2cccs2)nc2ccccc12)N1CCN(CCO)CC1	2%	3%
O=C(Cc1noc(C(=O)NCc2cccc(F)c2)n1)Nc1cccc2ncccc12	13%	-4%
Cn1c(SCc2cc(=O)n3[nH]cc(C#N)c3n2)nnc1-c1ccc(Cl)cc1	16%	-4%
CCN(C(=O)CSc1nc(-c2ccc(C(C)C)cc2)no1)c1cccc(C)c1	-6%	2%
O=C(NCCc1ccccc1)c1ccc(CSc2nc3ccncc3n2Cc2cccc(F)c2)cc1	?	-5%
CSc1nc2ccc(S(=O)(=O)NCc3ccccc3)cc2s1	-4%	-14%
C=Cc1ccc(Cn2c(=O)cc(C)c3c(C)nn(-c4ccccc4)c32)cc1	-4%	1%
CN1C(=O)COc2ccc(NC(=O)C(=O)NC3CCCCC3)cc21	2%	-2%
Cc1ccc(OCC(=O)Nc2ccc(OCc3cc(=O)n4ccsc4n3)cc2)cc1	5%	-2%
S=C(NCCSc1ccc(Cl)cc1)NC1CCCC1	-7%	-2%
O=C(NCC(O)c1ccc(F)cc1F)c1ccc(=O)[nH]c1 (stereo not drawn)	2%	-4%
O=C(Nc1ccc(NC2CCCCC2)cc1)c1nc(Cl)ccc1Cl	2%	-9%
Cc1ccc(OCc2nnc(-c3ccccc3)o2)cc1	-6%	11%
CC(C)c1nc(NCCN2CCOCC2)c(C#N)c2c1CCCC2	0%	-2%
O=C(Nc1nonc1-c1ccc(Br)cc1)c1ccco1	3%	-1%
CC1=CCC(/C=N/NC(N)=S)CC1 (stereo not drawn)	8%	13%
N=c1ccn2c(n1)O[C@H]1[C@H](O)[C@@H](CO)O[C@H]12	5%	7%
CCc1ccc(NC(=O)CN(c2cccc(C)c2C)S(C)(=O)=O)cc1	-18%	?
COc1c(Cl)cc(Cl)cc1C(=O)Nc1cccc(-c2nc3ccccc3o2)c1C	?	1%
COc1ccccc1/C=C(\C#N)c1nc(-c2cc3ccccc3oc2=O)cs1	10%	-11%

Structures above containing a CF3 group:
SMILES	AID inh	UDG counterscr
CCC(=O)N1CCCC(C(=O)N(C)Cc2cccc(C(F)(F)F)c2)C1 (stereo not drawn)	4%	0%
O=C(Nc1ccc(C(F)(F)F)cc1)C1(c2cccs2)CCOCC1	1%	-28%
O=c1c(C(F)(F)F)nc2ccccc2n1CC(O)COCc1ccccc1 (stereo not drawn)	2%	-1%
COc1cc(OC)c(NC(=O)Cn2c(=O)cc(C(F)(F)F)c3c(C)nn(C)c32)cc1Cl	11%	-1%

Continuation.
SMILES	AID inh	UDG counterscr
O=C1CCCCCCCC(=O)OCCCCCCO1	13%	9%
CCOc1ccc(CNS(=O)(=O)c2ccc(-c3cc(C(F)(F)F)on3)s2)cc1	5%	0%
CCOc1ccc(OCC(=O)Nc2c(C(=O)Nc3ccc(C)cc3)oc3ccccc23)cc1	10%	-10%
COc1ccc(Cl)cc1C(=O)Nc1nnc2n1CCS2	24%	-3%
COCCNC(=O)CN1C(=O)CCn2nc(-c3cn(C)c4ccccc34)cc21	3%	51%[activator]
O=C(Nc1ccc(C(=O)OCc2cc(=O)n3c4c(sc3n2)CCCC4)cc1)c1ccc(Cl)cc1	41%[activator]	-1%
N#Cc1ccccc1NC(=O)C(=O)NCCc1csc(-c2ccc(F)cc2)n1	-6%	-9%
COC(=O)c1ccc(CN2CCCC2)cc1	-14%	-13%
CCOc1ccc(NC(=O)N2CCN(c3ccc(Cl)c(Cl)c3)CC2)cc1	-16%	-6%
COc1cc(Cl)c(C)cc1NC(=O)c1ccc(-n2cccn2)cc1	-3%	0%
Cc1ccc(CNC(=O)c2nnc(Cc3cccc(F)c3)o2)cc1	1%	-5%
CCC(CC)c1nc(C#N)c(NCc2ccccc2)o1	-14%	-8%
Cc1ccc(N(CC(=O)N2CCN(c3cccc(Cl)c3)CC2)S(=O)(=O)c2c(C)noc2C)cc1	?	-8%
O=C(Nc1sc2c(c1C(=O)NCC1CCCO1)CCCC2)c1cc(=O)c2ccccc2o1 (stereo not drawn)	35%[activator]	-3%
CCOc1ccc(-c2cc(C(=O)NC(C)c3ccccc3)c3ccccc3n2)cc1 (stereo not drawn)	14%	-5%
NS(=O)(=O)c1ccc(-c2ccc(/C=N/Nc3ccc([N+](=O)[O-])cc3)o2)cc1	?	-25%
COc1ccc(-c2nsc(NC(=O)c3oc4ccccc4c3C)n2)cc1	6%	0%[57.5 µM]
Cc1ccc(-n2c(C)cc(C(=O)C(=O)Nc3ccccc3)c2C)c(C)c1	?	-18%
CCCCN(Cc1ccccc1)c1ccc(C(=O)O)cc1NS(=O)(=O)c1ccc(C)c(C)c1	4%	1%
COc1ccc(CNC(C)=O)cc1	4%	-4%
O=C(NCCc1cccc(F)c1)c1cccnc1	-4%	6%
Cc1ccccc1NC(=O)c1ccc(F)c(S(=O)(=O)N(C)Cc2ccccc2)c1	?	-4%
CC(=O)c1ccc(C(C)(C)C)cc1NC(=O)c1ccccc1	6%	5%
Oc1ccc(-c2nc3ccc(Cl)cn3c2Nc2ccc(Cl)cc2)cc1	4%	-3%
CCCc1c(C(=O)OCC)nnc2c(-c3ccc(Cl)cc3)c(C)nn12	-10%	2%

In the list so far, 2 contain bromine:
SMILES	AID inh	UDG counterscr
COc1ccccc1CNS(=O)(=O)c1cc(Br)cc2c1N(C(=O)C1CC1)CC2	-7%	-1%
O=C(Nc1nonc1-c1ccc(Br)cc1)c1ccco1	3%	-1%

Next results follow:
SMILES	AID inh	UDG counterscr
Cc1cccc(NC(=S)NN=C2CCCC2)c1C	-3%	7%
COC(=O)c1ccc(COC(=O)c2ccc(Cl)c(Cl)c2)cc1	-13%	-6%
CCOc1ccc(CCNC(=O)CCCc2nnc3n(C)c(=O)c4sccc4n23)cc1OCC	57%[activator]	8%
O=C(O)c1cc([N+](=O)[O-])ccc1OC(F)F	1%	-1%
CCC(CC)NC(=O)COc1ccc2ccc(=O)oc2c1	10%	13%
COc1ccc(C(C)=O)cc1CSCc1coc(-c2ccccc2)n1	-6%	5%
Cc1ccc2oc(C(=O)Nc3cccc(C(=O)N(C)C)c3)cc(=O)c2c1	-10%	2%
Cc1cccc(N2CCN(C(=O)c3nn(C)c4c3CS(=O)(=O)c3ccccc3-4)CC2C)c1 (stereo not drawn)	?	-14%
Cc1ccc(C)c(Cn2c(=O)c3c(nc4n3CCN4c3ccccc3)n(C)c2=O)c1	7%	-4%
O=C(Cc1ccccc1Cl)N1CCC(c2nc3c(nnn3Cc3ccccc3)c(=O)[nH]2)CC1	-15%	-10%
CC1=NN(c2cc(C)[nH]n2)C(c2ccccc2)C1 (stereo not drawn)	-2%	-9%
COc1ccc2c(c1)CCc1c(C(=O)Nc3ccc(C#N)cc3)noc1-2	15%	0%
CCN(CC)c1ccc(NC(=O)c2ccc(S(=O)(=O)Nc3ccccc3C)cc2)cc1	0%	-4%
CN1CCN(c2ncnc3c2c(-c2ccccc2)cn3-c2cccc(Cl)c2)CC1	-19%	-7%
COc1cccc(NC(=O)Cn2cc(S(=O)(=O)N3CCCC3)c(S(=O)(=O)N3CCCC3)c2)c1	24%[57.5 µM]	4%[57.5 µM]
CCOc1ccc(C(=O)NCCc2sc(-c3ccc(F)cc3)nc2C)cc1	1%	1%
COc1cccc(CNc2nc3c(-c4cccc(C)c4)nnn3c3ccccc23)c1	24%	4%
Nc1nc(Nc2cccc(C(F)(F)F)c2)sc1C(=O)c1ccccc1	-4%&2%	0%&-5%
